Large T inhibition: TAg ATPase/helicase activity blockers – biochemical (AID 1903); actives 0.39% (n = 310,000); SV40 large T antigen ATPase/helicase inhibition assay; higher % means a stronger effect; inhibition, % at 20 µM, or IC50 in µM where a hit was titrated; in the data active = a potency from the dose series; inconclusive = inhibition mostly from about 32% at the one dose, without a potency; inactive = the rest, 99 in 100 with inhibition below about 32%; note: strong numbers were not always called active
SIAH1 antagonists: blockers of Siah-1 interaction with plectin peptide – biochemical, fluorescence polarization, rhodamine-plectin, uHTS, primary screen (AID 1817); one-dose displacement, % at 20 µM; IC50 in µM for titrated hits; actives 0.02% (n = 290,000); Siah-1 / rhodamine-plectin peptide fluorescence polarization; higher % means a stronger effect;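 active = displacement of at least 50% at 20 µM, with a fluorescence ratio check between 0.3 and a set limit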;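 note: plate controls were Siah plus tracer with DMSO for no effect and tracer alone without Siah for full effect; strong numbers were not always called active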
Dengue-2 NS5 capping: Dengue-2 NS5 methyltransferase inhibitors, primary screen, biochemical, confirmation dose response (AID 588689); Dengue-2 NS5 methyltransferase capping enzyme assay, biochemical; higher % means a stronger effect; inhibition, % at 25 µM, or IC50 in µM where a hit was titrated; actives 0.3% (n = 340,000); in the data active = a potency from the dose series; inconclusive = inhibition above about 29% without an active follow-up result
AID2073: inhibitors of Mint1-CaV2.2 protein interaction, biochemical, HTRF (AID 2073); HTRF protein-protein interaction, Mint1-CaV2.2; higher % means a stronger effect; actives 0.19% (n = 290,000); inhibition, % at 20 µM, or IC50 in µM where a hit was titrated; in the data active = inhibition mostly above about 51%, no sharp cut-off; inconclusive = no clear call, values can overlap the other calls; inactive = mostly below about 53%; note: some results filed as inactive read as strong as hits
LYP inhibition: inhibitors of LYP phosphatase, biochemical, fluorescence intensity, uHTS (AID 1779). recombinant LYP phosphatase, fluorescence intensity; higher % means a stronger effect. one-dose inhibition, % at 11.5 µM; IC50 in µM for titrated hits. actives 0.054% (n = 290,000); in the data active = inhibition above about 50%;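 note: plate controls were vehicle with enzyme for no effect and no enzyme for full effect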
HIV fusion peptide: inhibitors of HIV fusion peptide binding, primary screen, biochemical, uHTS, fluorescence dequenching (AID 1986); cell-free peptide binding, fluorescence dequenching, 30 min; higher % means a stronger effect; one-dose inhibition, % at 20 µM; IC50 in µM for titrated hits; actives 0.3% (n = 290,000); in the data active = inhibition mostly above about 52%, no sharp cut-off; inactive = mostly below about 76%; note: some results filed as inactive read as strong as hits
XIAP antagonists: XIAP antagonists, biochemical, IAP family, fluorescence polarization (AID 1018). XIAP BIR domain, fluorescence polarization peptide displacement; higher % means a stronger effect. one-dose displacement, % at 20 µM; IC50 in µM for titrated hits. actives 0.007% (n = 200,000); in the data active = displacement above about 50%; note: a part of the inactive calls stands beside numbers as strong as those of hits
RSV CPE inhibition: RSV antiviral activity via CPE protection, HEp-2 cells, primary 10 µM value included (AID 2391) | HEp-2 cells, RSV-induced CPE inhibition; higher % means a stronger effect | CPE inhibition, % at 10 µM, or IC50 in µM where a hit was titrated | actives 0.13% (n = 310,000); in the data active = a potency from the dose series; inconclusive = CPE inhibition mostly from about 23% at the one dose, without a potency; inactive = the rest, 99 in 100 with CPE inhibition below about 21%; note: strong numbers were not always called active
Rac1 GTP hydrolysis: MgcRacGAP GTPase-activating activity inhibitors, confirmation, biochemical, ADP Hunter fluorescence; one-dose inhibition, % at 30 µM; IC50 in µM for titrated hits; AID 624330; MgcRacGAP-stimulated Rac1 GTP hydrolysis, ADP Hunter fluorescence; higher % means a stronger effect; GST-tagged Rac1 F28L mutant substrate; actives 0.6% (n = 340,000);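 active = first-screen hits whose inhibition reached a set limit at any dose in the follow-up dose series; inconclusive = inhibition above the set first-screen limit but never retested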;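 note: fluorescence reports GDP produced by GAP-driven GTP hydrolysis; strong numbers were not always called active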
The depositor's hits bear a star; ? = inconclusive; / = no result given. Outcome played no part in choosing rows. Share with any hit: about 1.7%.

#	Structure	LYP inhibition	Large T inhibition	RSV CPE inhibition	HIV fusion peptide	Dengue-2 NS5 capping
1	Cn1c(CNC(=O)CNC(=O)Cc2ccccc2)cc(=O)n(C)c1=O	-12.5%	8.5%	1.4%	1.0%	-5.3%
2	CN(C)Cc1c(O)ccc2cc(-c3nc4ccccc4n3C)c(=O)oc12	-15.4%	3.7%	6.4%	-0.6%	6.2%
3	CCOc1ccc2nc(NCCCNC(=O)c3cc(OC)c(OC)c(OC)c3)c(C#N)cc2c1	-6.7%	24.5%	0.2%	2.9%	16.2%
4	Cc1ccc(NC(NC(=O)OCCn2c([N+](=O)[O-])cnc2C)C(Cl)(Cl)Cl)cc1 (configuration not stated)	-4.7%	6.4%	0.1%	-1.4%	/
5	CCCCNC(=O)NNC(=O)c1ccc(F)cc1	-9.2%	6.4%	0.4%	1.8%	-8.6%
6	Cc1ccc(OCC(=O)NCCCNC(=O)c2cccnc2)cc1	3.2%	8.0%	1.6%	2.8%	-0.8%
7	O=C(CNC(=O)c1ccccc1F)N/N=C/c1cccs1	-4.2%	4.1%	0.2%	-1.2%	-2.3%
8	Cc1cc(C)c(S(=O)(=O)c2ccc(Cl)cc2)c(=O)[nH]1	-5.1%	7.5%	0.5%	-0.3%	-3.3%
9	N/C(=N\OC(=O)c1cccs1)c1cccc([N+](=O)[O-])c1	-3.3%	6.6%	-0.6%	1.1%	-1.5%
10	O=C(O)c1ccc2[nH]c3c(c2c1)CSCC3	1.3%	?	2.0%	23.8%	26.0%
11	Cc1ccc(S(=O)(=O)N2CCOCC2)cc1C(=O)Nc1ccc(-c2cn3ccsc3n2)cc1	6.3%	-3.9%	2.1%	2.0%	0.8%
12	Cn1c(=NC(=O)c2cnccn2)sc2ccccc21	3.6%	12.9%	0.6%	0.3%	-5.6%
13	Brc1cccc(OCCCNC2CCCC2)c1	1.2%	14.3%	-0.8%	1.8%	2.9%
14	O=C1CN(C(=O)c2c(F)cccc2F)C(c2ccc(F)cc2)c2cc(Br)ccc2N1 (configuration not stated)	-2.3%	3.6%	4.2%	-1.4%	1.3%
15	CC[C@@]12C(=O)N(c3cccc(Cl)c3)C(=O)N1[C@H](c1ccc(Br)cc1)[C@@H]1C(=O)N(C(C)(C)C)C(=O)[C@@H]12	/	4.9%	7.6%	/	2.4%

#	SIAH1 antagonists	Rac1 GTP hydrolysis	XIAP antagonists	AID2073
1	5.3%	5.4%	/	1.8%
2	-2.3%	17.0%	/	48.2%
3	-3.3%	14.1%	/	-15.6%
4	2.4%	/	-1.4%	8.0%
5	1.4%	-6.1%	-2.1%	-0.6%
6	1.5%	2.7%	/	5.6%
7	-5.3%	5.3%	/	-2.3%
8	2.2%	10.1%	/	8.3%
9	12.6%	4.8%	-1.2%	-6.2%
10	-3.7%	20.4%	-5.6%	6.2%
11	1.1%	8.3%	-2.4%	15.1%
12	-0.1%	7.2%	-12.3%	16.3%
13	2.1%	28.2%	/	-1.1%
14	-2.6%	3.5%	/	8.9%
15	/	4.7%	/	/

Shown bar-delimited: part of the list above
nr | canonical_smiles | LYP inhibition | Large T inhibition | RSV CPE inhibition | HIV fusion peptide | Dengue-2 NS5 capping | SIAH1 antagonists | Rac1 GTP hydrolysis | XIAP antagonists | AID2073
14 | O=C1CN(C(=O)c2c(F)cccc2F)C(c2ccc(F)cc2)c2cc(Br)ccc2N1 (configuration not stated) | -2.3% | 3.6% | 4.2% | -1.4% | 1.3% | -2.6% | 3.5% | / | 8.9%
13 | Brc1cccc(OCCCNC2CCCC2)c1 | 1.2% | 14.3% | -0.8% | 1.8% | 2.9% | 2.1% | 28.2% | / | -1.1%
6 | Cc1ccc(OCC(=O)NCCCNC(=O)c2cccnc2)cc1 | 3.2% | 8.0% | 1.6% | 2.8% | -0.8% | 1.5% | 2.7% | / | 5.6%

Next section
#	Structure	LYP inhibition	Large T inhibition	RSV CPE inhibition	HIV fusion peptide	Dengue-2 NS5 capping
16	Cc1c(Cl)cnc(NC(=O)CSc2nnc(C)n2Cc2ccccc2)c1Cl	-6.9%	2.7%	-1.8%	-0.1%	-4.5%
17	CN(CCOC(=O)CN1C(=O)c2ccccc2C1=O)C1=NS(=O)(=O)c2ccccc21	-5.7%	8.1%	0.4%	0.6%	/
18	CCn1cc(CCC(=O)NCc2ccc(F)cc2)c2ccccc21	-4.2%	-2.7%	0.2%	-1.5%	-4.8%
19	N=C(N)Cc1ccccc1Sc1ccccc1	-12.2%	5.1%	0.6%	-1.2%	-7.9%
20	Cc1ccc(C(=O)NCCCNC(=O)Cc2ccccc2)cn1	-10.1%	2.7%	3.0%	1.2%	-7.4%
21	O=c1cc(O)n(C2CCCCCC2)c(=O)[nH]1	-1.9%	-4.2%	1.5%	8.5%	-12.7%
22	CC1c2[nH]c3ccccc3c2CCN1C(=O)Nc1ccccc1 (configuration not stated)	-1.4%	-2.8%	2.1%	-0.7%	-9.6%
23	CSCCCN1CCCC(CO)(Cc2ccccc2F)C1 (configuration not stated)	-6.5%	-1.5%	-1.6%	-1.4%	-15.1%
24	CN(C)c1ccc(/C=N/NC(=O)C(O)(c2ccccc2)c2ccccc2)o1	-1.5%	20.8%	2.0%	11.8%	-18.8%
25	CCOC(=O)c1c(C)sc2c1N(C(=O)CN1CCOCC1)c1cc(Cl)ccc1S2	-8.3%	12.2%	1.8%	0.4%	1.3%
26	COCCNC(=S)N/N=C/c1c2ccccc2cc2ccccc12	5.8%	8.3%	2.5%	-1.0%	-31.6%
27	CC(C)(C)n1nnnc1C(c1cccnc1)N(Cc1ccccc1)Cc1ccco1 (configuration not stated)	3.1%	12.4%	-1.3%	-1.9%	1.6%
28	O=C1N(S(=O)(=O)c2ccccc2F)C(=O)C2(CCCC2)N1S(=O)(=O)c1ccccc1F	-4.7%	1.2%	-0.5%	-3.0%	-9.6%
29	COc1ccccc1-c1cc(C(F)(F)F)nc(N2CCN(c3ccccc3)CC2)n1	-3.5%	1.9%	20.3%	1.2%	-1.6%
30	COc1ccc(NC(=O)Nc2ccc(Cc3ccncc3)cc2)c(OC)c1	6.7%	14.7%	7.4%	-3.2%	0.7%

#	SIAH1 antagonists	Rac1 GTP hydrolysis	XIAP antagonists	AID2073
16	-2.2%	14.0%	-4.8%	-0.4%
17	-1.1%	/	-2.8%	1.4%
18	-4.0%	1.6%	/	12.0%
19	-7.4%	1.9%	-0.4%	4.4%
20	-3.2%	4.2%	/	3.1%
21	4.8%	6.1%	/	2.9%
22	9.2%	-5.1%	-9.0%	4.2%
23	-0.6%	1.8%	/	4.5%
24	2.0%	4.9%	0.6%	26.1%
25	1.0%	9.3%	-0.1%	4.4%
26	1.9%	6.6%	/	-0.2%
27	0.1%	-8.2%	-3.6%	-10.0%
28	0.9%	-0.7%	-5.1%	0.3%
29	0.5%	-0.3%	-1.2%	-2.9%
30	-2.6%	8.9%	-0.2%	-9.1%

Next section
#	Structure	LYP inhibition	Large T inhibition	RSV CPE inhibition	HIV fusion peptide	Dengue-2 NS5 capping
31	COc1ccc(C2/C(=C(\O)c3ccc4c(c3)OCCO4)C(=O)C(=O)N2CCCN(C)C)c(OC)c1 (configuration not stated)	-1.1%	/	0.2%	-1.8%	-5.6%
32	CC(C)c1ccccc1OCC(=O)N(C)CC(=O)Nc1ccc(F)cc1	/	8.1%	0.6%	/	3.6%
33	CCn1c(SCC(=O)Nc2cc(C)on2)nnc1-c1ccc(OC)cc1	-4.3%	/	0.9%	-1.3%	-2.7%
34	COC(=O)C1=C(O)/C(=C\c2ccc(CNS(=O)(=O)c3ccc(Cl)cc3)o2)N=C1C	-1.8%	32.2%	2.1%	70.0%	7.7%
35	Cc1cc(C)nc(SCc2ccc(Cl)cc2)n1	-6.3%	11.2%	0.5%	1.0%	-3.4%
36	COc1ccc(NC(C)=O)cc1NC(C)C(=O)Nc1cccc2ccccc12 (configuration not stated)	-8.6%	3.4%	1.4%	-1.3%	-2.1%
37	O=C(CCN1C(=O)c2ccccc2S1(=O)=O)N1CCN(c2cccc(Cl)c2)CC1	/	-0.9%	2.7%	/	-3.6%
38	CN(C1=NC(=O)C(CC(=O)O)S1)c1ccc(O)cc1 (configuration not stated)	-9.5%	3.9%	0.1%	-0.5%	-7.4%
39	O=C(/C=C/c1ccco1)NCC1CCCO1 (configuration not stated)	-8.1%	2.7%	0.4%	-2.2%	5.0%
40	COc1ccc(OCCCN2CCCCCC2)cc1	4.9%	11.2%	-0.7%	-0.6%	1.6%
41	O=C1CN(C(=O)C2CC2)c2ccccc2N1	-7.3%	-6.7%	1.2%	-1.6%	0.0%
42	Cc1nn(CC(=O)N/N=C/c2ccc(F)cc2)c(C)c1[N+](=O)[O-]	1.3%	13.1%	1.4%	0.1%	7.7%
43	COc1ccc(/C=N/Nc2cc(N3CCOCC3)nc(C)n2)c(OC)c1	-10.9%	8.5%	1.2%	-0.6%	-4.7%
44	Cc1ccc(N2CC(C(=O)Nc3ccccc3N3CCCC3)CC2=O)cc1 (configuration not stated)	-0.4%	27.2%	2.3%	0.3%	0.0%
45	C=CCn1c(SCC(=O)c2c(N)n(C)c(=O)n(C)c2=O)nnc1-c1ccncc1	-3.8%	8.7%	1.9%	-0.1%	-7.8%
46	CNc1cncc(C(=O)O)c1	-4.6%	6.4%	-0.1%	0.0%	-2.7%
47	CCOC(=O)c1c(N)sc(C(=O)N2CCCCC2)c1C	-2.4%	9.8%	1.4%	0.5%	0.6%
48	COc1ccc(C(C)=O)cc1COC(=O)c1cc2ccccc2cc1O	-3.5%	-4.1%	?	-1.5%	-6.2%

#	SIAH1 antagonists	Rac1 GTP hydrolysis	XIAP antagonists	AID2073
31	1.8%	1.7%	0.2%	6.1%
32	/	4.5%	/	/
33	-2.8%	-3.7%	0.7%	-5.4%
34	16.2%	11.9%	-6.5%	15.5%
35	3.8%	10.5%	/	-7.1%
36	-1.0%	12.8%	-4.0%	-3.8%
37	/	10.8%	/	/
38	2.0%	2.5%	-6.9%	-5.0%
39	0.1%	19.1%	-7.0%	0.8%
40	0.0%	4.4%	-5.6%	-2.7%
41	0.9%	1.9%	-1.6%	-8.5%
42	2.6%	10.1%	/	47.5%
43	-1.5%	-2.7%	/	-4.4%
44	3.9%	0.8%	/	6.5%
45	1.9%	8.6%	-7.9%	21.8%
46	0.0%	9.4%	-3.6%	11.3%
47	-0.2%	11.1%	-11.5%	7.2%
48	11.9%	6.1%	/	3.0%

Source: PubChem
